Tb PYK inh: T. brucei pyruvate kinase inhibition. TbPYK enzyme, Kinase-Glo Plus ATP luminescence, 45 min. Potency, µM (doses to about 76.8 µM), without a hit: at the top dose activity, negative = inhibition, actives largely listed as inhibitors. actives 0.12% (n = 410,000); active means well fitted inhibition curve with a large enough effect; further: nearly all actives have a fitted effect of over 50% in size
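T. brucei PYK with substrate was exposed to pin-transferred compounds across a concentration series, then started with 130 uM ADP (final). After 45 min at room temperature, Kinase-Glo Plus luminescence was read, normalized and curve-fitted.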
* hit, by the source's call; [ ] = remark or other dose. On the % scale 0 is the no-effect control and ±100 the full control effect; potency means the concentration at half of the fitted maximal effect. This is a subset (hit frequency here may not be typical).

molecule | Tb PYK inh
CC(C)(C)n1nnnc1C(c1ccccc1)N1CCC2(CC1)C(=O)NCN2c1ccccc1 (stereo unspecified) | 0%
O=C(c1cccc(F)c1)N1CCC2(CCN(Cc3ccncc3)CC2)CC1 | 2%
CCNc1ncc2nc(-c3ccccc3)c(=O)n(-c3ccc(OC)cc3)c2n1 | 0%
c1coc(-c2cc3nc(NCc4ccc5c(c4)OCO5)ccn3n2)c1 | -1%
CC(C)(C)n1nnnc1C(c1ccccc1)N1CCN(c2ccccn2)CC1 (stereo unspecified) | 2%
Cc1ccc(N2CCC3CC2c2cc(-c4ccc(C(F)(F)F)cc4)ccc23)cc1 (stereo unspecified) | 1%
CCNC(=O)C1(C)CCCN1C(=O)c1ccc2c(c1)OCO2 (stereo unspecified) | -6%
CC(C)(C)S(=O)N1Cc2cc(C(=O)NCc3ccc(Oc4ccccc4)cc3)nc(-c3cccc(-c4cc5ccccc5o4)c3)c2[C@@H]1CCO (stereo partly specified) | 5%
CCOC(=O)C1CCN(C(=O)CCn2c(=O)oc3ccccc32)CC1 | 7%
COCCNC(=O)C1(C)Cc2c(-c3cccc(C(N)=O)c3)ccnc2O1 (stereo unspecified) | -3%
CC(=O)NC(c1ccc(F)c(F)c1)c1nc(-c2cc3ccccc3o2)cs1 (stereo unspecified) | -3%
CC(=O)NC(c1ccccc1)c1nc(-c2cccc(C(=O)O)c2)cs1 (stereo unspecified) | -1%
COc1cc2oc(=O)cc(CN3CCN(C(C)=O)CC3)c2cc1Cl | 0%
O=C(CCN1CCCO1)N1CCCC(Nc2cccc(F)c2)C1 (stereo unspecified) | -12%
CCCNC(=O)C1(C)CCCN(C(=O)c2cccc(C(F)(F)F)c2)C1 (stereo unspecified) | 1%
CCN1C(=O)c2ccccc2C1Nc1cccc(OCCN2CCCCC2)c1 (stereo unspecified) | 0%
Cc1cc(C(F)(F)F)nc(NNc2nc(C)cc(C(F)(F)F)n2)n1 | 0%
CCCCN(CCCC)Cc1cc(=O)oc2cc(C)c(Cl)cc12 | 2%
CSc1ncccc1C(=O)OCC(=O)c1ccc(Cl)s1 | 1%
O=c1[nH]cc(CCCc2ccccc2)c(=O)[nH]1 | -6%
CCC(c1nnnn1-c1ccc2c(c1)OCCO2)N1CCN(c2cc(C)ccc2C)CC1 (stereo unspecified) | 3%
CCCNC(=O)C1(C)CCN(C(=O)c2cc(C)nn2C(C)(C)C)C1 (stereo unspecified) | 3%
Cc1cccc(CNC(=O)c2sc(=O)n(Cc3ccc(S(C)(=O)=O)cc3)c2C)c1 | 3%
O=C(NCC1CCOCC1)c1cccc2c(-c3cccnc3)coc12 | 1%
C[N+]1(CCF)[C@@H]2CC[C@@H]1CC(OC(=O)C(O)(c1ccccc1)c1ccccc1)C2 (stereo partly specified) | -5%
CCCS(=O)(=O)NC(=O)C1(C)CCN(C(=O)c2ccco2)C1 (stereo unspecified) | 8%
CSc1nc2nc(Cl)c(Cl)nc2[nH]1 | -1%
O=C(NC1CCCCC1)N1Cc2cc(-c3ccccc3)ccc2-n2nncc2C1 | 0%
Cc1ccc2nc(-c3ccccc3)c(CC3CCCCC3)n2c1 | -16%
COc1ccc(NC(=O)CCNC(=O)N2CC(=O)Nc3ccccc32)cc1 | -9%
CN(C)c1ccc(CC(=O)N2CCCC(c3cc(C(=O)Nc4ccc5c(c4)OCO5)no3)C2)cc1 (stereo unspecified) | 0%
CC(C)C[C@H]1COc2cc(N(C)CCO)ccc2S(=O)(=O)N1 | 9%
CC(C)(C)Cc1c(-c2ccc(Cl)cc2)nc2c(Cl)cc(C(F)(F)F)cn12 | 9%
COc1cc(C(=O)c2cc3c(cc2C)OCO3)cc(OC)c1OC | -1%
COc1ccc(-c2coc3c(C(=O)NCc4ccco4)cccc23)c(C)c1 | 3%
CS(=O)(=O)N1CCC2(CCCN(c3ncccn3)C2)CC1 | 2%
COc1ccc(-c2nc3cnc(OC)nc3n(Cc3ccc(F)cc3)c2=O)cc1 | -5%
C[C@H]1CN([C@@H](C)CO)S(=O)(=O)c2ccc(-c3ccncc3)cc2O[C@H]1CN(C)C(=O)c1cccc(F)c1 | 7%
OC(c1ccccc1)c1nc(-c2cncnc2)cs1 (stereo unspecified) | 3%
CC(O)(c1ccccc1)c1nc(-c2ccccc2)cs1 (stereo unspecified) | 7%
OC(c1ccccc1)(c1nc(/C=C/c2ccccc2)cs1)C(F)(F)F (stereo unspecified) | -8%
Cn1c(=O)c2c(-c3ccccc3)n(-c3cc(C(=O)O)ccc3O)cc2n(C)c1=O | 1%
CCc1nc2ccc(C(=O)Nc3cc(-c4ccccc4)ccc3OC)cn2c1N(C)CCCc1ccccc1 | 4%
C#CCN(C[C@H]1[C@H](OC(=O)NCC2CCCCC2)[C@H](OC(=O)NCC2CCCCC2)C[C@H]2C(=O)N(c3ccccc3)C(=O)[C@@H]12)S(=O)(=O)c1ccc(C)cc1 | 2%
Nc1nc(N)c2ncn(C3C=CC(CO)C3)c2n1 (stereo unspecified) | 4%
O=C1OC(COCC#Cc2ccccc2)CN1c1ccccc1 (stereo unspecified) | 5%
N#Cc1ccc(-c2nc3c4ccccc4ccn3c2CC2CCCCC2)cc1 | 2%
CCCCNc1c(-c2ccccn2)nc2nc(C)cc(C)n12 | 3%
CCN(CC)C(=O)C1=C(C)N(Cc2ccc(F)cc2)C(=O)C(CC(=O)NCc2ccco2)C1 (stereo unspecified) | 0%
O=C(CN1CCN(C(=O)CNC(=O)c2ccc(-c3ccccc3)cc2)CC1)Nc1ccccc1Cl | -9%
CC(C)C[C@H]1CN([C@@H](Cc2ccc(O)cc2)CN2CCC[C@H]2CN2C(=O)C(=O)NC[C@@H]2Cc2ccccc2)C(=O)C(=O)N1CC1CCCCCC1 | -13%
COc1ccc(-c2cc(C(F)(F)F)n3nc(C(N)=O)cc3n2)cc1 | -9%
O=C(NCCN1CCC(n2c(=O)[nH]c3ccccc32)CC1)c1c(F)cccc1F | 3%
CCCCOCCCNC(=O)C[C@@H]1C[C@@]2(C(=O)OCC)CCC=C2N(Cc2ccc(Cl)cc2Cl)C1=O | 6%
CCCCNC(=O)C1(C)CCN1C(=O)c1oc2ccccc2c1C (stereo unspecified) | 0%
O=C(C1CCCCC1)N1C[C@@H](O)[C@H](n2cc(C3CC3)nn2)C[C@@H]1c1ccccc1 | 12%
O=C(Nc1nnc([C@@H]2C[C@H](O)[C@@H](CO)O2)s1)Nc1ccccc1C(F)(F)F | -4%
O=C(Nc1ccnn1C1CCN(C(=O)c2cccnc2)CC1)c1cccc(F)c1 | 3%
COc1ccc(N2CCN(C(=O)COC(=O)c3nc(Cl)ccc3Cl)CC2)cc1 | 1%
Nc1nc2c(Br)ccc(Br)c2cc1C(=O)NCc1cccc2ccccc12 | 2%

Arranged by SMILES length (descending): 3 of the compounds above.
molecule | Tb PYK inh
COc1ccc(N2CCN(C(=O)COC(=O)c3nc(Cl)ccc3Cl)CC2)cc1 | 1%
O=C(Nc1ccnn1C1CCN(C(=O)c2cccnc2)CC1)c1cccc(F)c1 | 3%
CCCCNC(=O)C1(C)CCN1C(=O)c1oc2ccccc2c1C (stereo unspecified) | 0%

The list continues:
molecule | Tb PYK inh
COc1ccc(C(C)(O)c2nc(-c3cccc(C(=O)O)c3)cs2)cc1 (stereo unspecified) | 2%
O=C1NC[C@@H](CCCCN2C[C@H](Cc3ccccc3)N(CC3CCCCC3)C(=O)C2=O)N(CCc2ccccc2)C1=O | 2%
CCc1nc2c(OCc3cc(Cl)cc(Cl)c3)cccn2c1N(C)C(=O)c1cccc(OC)c1 | -1%
COCOc1cccc(CN2CCC(C)(Oc3ccc(SC)cc3)C2)c1 (stereo unspecified) | -1%
COCCN(Cc1ccc(OC)cc1)c1c(C)nc2ccc(C(=O)NCCc3c[nH]c4ccccc34)cn12 | -3%
COc1ccccc1CN(C)C[C@@H]1OCc2cnnn2CCCC(=O)N([C@H](C)CO)C[C@H]1C | -8%
COc1ccc(CCN2CC(C(=O)OCC(=O)c3c(N)n(CC(C)C)c(=O)n(C)c3=O)CC2=O)cc1OC (stereo unspecified) | -4%
O=S(=O)(c1ccccc1)N1CCC2(CC1)CN(Cc1nccs1)C2 | -5%
CCCC(=O)Nc1cc(OC)c(NC(=S)Nc2cccc(C)c2)cc1OC | -2%
Cc1ccc(S(=O)(=O)N2C[C@H]3[C@H]4C(=O)N(c5ccccc5)C(=O)[C@H]4C[C@H](OC(=O)NCc4ccccc4)[C@@]3(O)C2)cc1 | 4%
Cc1nc(NC(=O)C(C)(C)C)sc1-c1nc(N)sc1-n1cc(-c2ccccc2)nn1 | -26%
COc1ccc(-c2coc3c(C(=O)NCc4ccc(OC)c(OC)c4)cccc23)c(C)c1 | 3%
O[C@H]1C[C@H](c2ccc(Cl)cc2)N(Cc2cccs2)C[C@@H]1n1cc(C2CC2)nn1 | 0%
CC(=O)Nc1ccc(-c2ccnc3c2CC(C)(C(=O)Nc2ccc(C(C)C)cc2)O3)cc1 (stereo unspecified) | 2%
CCNC(=O)C1(C)CCCN(C(=O)c2ccccc2Br)C1 (stereo unspecified) | -2%
CN1CCN(c2ncnc3c2ncn3[C@H]2CN(Cc3cccnc3)C[C@@H](CO)O2)CC1 | 2%
CNc1cccc(-c2ccccc2C(C)=O)n1 | 2%
CC1(C(=O)NS(=O)(=O)c2ccc(F)cc2F)CCN1C(=O)Cc1ccccc1Cl (stereo unspecified) | 5%
O=C(Nc1ccc2c(c1)OCO2)C1Cc2c(-c3ccc4c(c3)OCO4)ccnc2O1 (stereo unspecified) | -6%
CC(=O)c1cccc(NC(=O)C2CCCN2S(=O)(=O)c2cccs2)c1 (stereo unspecified) | -6%
CN(C)c1ccc(CNC(=O)C2(C)Cc3c(-c4cccc(C(F)(F)F)c4)ccnc3O2)cc1 (stereo unspecified) | 2%
CCCCCCn1cc(CN2CC(N(C)C)CS2(=O)=O)nn1 (stereo unspecified) | 3%
CSc1ncnc2c1ncn2CCCNCc1cccc2ccccc12 | 2%
O=C(O)C(=Cc1ccc([N+](=O)[O-])cc1)c1cccc(Cl)c1 | -13%
COC(=O)C1=C(c2ccc(OCc3ccccc3)cc2)C[C@@H]2CC[C@H]1N2C(=O)NCc1ccc(C(C)(C)C)cc1 | 2%
c1ccc2c(c1)ccn1c(Cc3ccsc3)c(C3CCCCC3)nc21 | -3%
C[C@H]1CN([C@@H](C)CO)C(=O)c2c(c3ccccc3n2C)-c2ccccc2CO[C@H]1CN(C)Cc1cccc(F)c1 | -12%
CC(=O)N(C)C[C@@H]1Oc2ncc(Br)cc2C(=O)N([C@H](C)CO)C[C@@H]1C | -20%
O=C(c1csnn1)N1CCC2(CCCN(Cc3cc(C(F)(F)F)cc(C(F)(F)F)c3)C2)CC1 | 4%
CN(CC(=O)Nc1ccc(Cl)c(C(F)(F)F)c1)S(=O)(=O)c1cnc[nH]1 | -11%
COc1ccc(C2=Nc3ccccc3NC(=O)C2N(Cc2ccc(F)cc2)C(=O)c2ccco2)cc1 (stereo unspecified) | 0%
ClN=C1C=CC=CC1=NCl | -8%
O=C(NCc1ccccc1)c1cc(C2COCCN2S(=O)(=O)c2cccs2)on1 (stereo unspecified) | -5%
C[C@H]1CN([C@@H](C)CO)C(=O)CCCn2nncc2CO[C@@H]1CN(C)S(=O)(=O)c1ccccc1 | -6%
O=C(NC1CCCCC1)c1cccc(NC(=O)c2ccccc2Cl)c1 | -2%
CCc1nc2ccc(C(=O)NC3CCN(Cc4ccccc4)CC3)cn2c1N(C)Cc1cc2ccccc2s1 | -2%
Clc1ccc([C@H]2CC3CCC2N3)cn1 (stereo partly specified) | 0%[157 µM]
COc1ccccc1C(=O)COC(=O)C1CCN(S(=O)(=O)c2ccccc2)CC1 | -2%
Cc1ccc(S(=O)(=O)NC(=O)C2(C)CCN2C(=O)CC2CCCC2)cc1 (stereo unspecified) | -3%
O=S(=O)(c1ccc2c(c1)OCCO2)N1C[C@@H]2C[C@H]1CN2S(=O)(=O)c1c(F)cccc1F | 1%
CCCS(=O)(=O)NC(=O)C1(C)CCCN(C(=O)c2ccncc2)C1 (stereo unspecified) | -1%
Cc1ccc(S(=O)(=O)N2C[C@H]3C(=O)C[C@@H](c4ccccc4)N(S(=O)(=O)c4ccc(C)cc4)[C@H]3C[C@H]2c2ccc(Cl)cc2)cc1 | 7%
COC(=O)c1ccc2nc(-c3cccc(Br)c3)c(Cc3cccc(F)c3)n2c1 | 6%
O=C(COC(=O)C1CCN(S(=O)(=O)c2ccc(Cl)c(C(F)(F)F)c2)CC1)NCC1CCCO1 (stereo unspecified) | -6%
O=C(CSc1ncccn1)NC(=O)NC1CCCC1 | 2%
CCC(=O)N1CCCC(C)(C(=O)Nc2nccc3ccccc23)C1 (stereo unspecified) | 1%
COc1ccc(OC)c(CN2C(=O)CCC2(C)c2nnnn2-c2c(C)cccc2C)c1 (stereo unspecified) | -5%
CCOC(=O)[C@]12Cc3cc(OC)ccc3[C@H]1N(CCC(=O)OC)C(=O)c1cc(OC)ccc12 | 0%
COc1ccc(S(=O)(=O)N2CCOCC2)cc1C(=O)Nc1cccc(C(=O)NC2CC2)c1 | 1%

4 of the compounds above, as labelled records.
CCC(=O)N1CCCC(C)(C(=O)Nc2nccc3ccccc23)C1 (stereo unspecified)
  Tb PYK inh = 1%

COc1ccc(OC)c(CN2C(=O)CCC2(C)c2nnnn2-c2c(C)cccc2C)c1 (stereo unspecified)
  Tb PYK inh = -5%

CCOC(=O)[C@]12Cc3cc(OC)ccc3[C@H]1N(CCC(=O)OC)C(=O)c1cc(OC)ccc12
  Tb PYK inh = 0%

COc1ccc(S(=O)(=O)N2CCOCC2)cc1C(=O)Nc1cccc(C(=O)NC2CC2)c1
  Tb PYK inh = 1%

Source: PubChem (National Center for Advancing Translational Sciences (NCATS))
